FUS suppressor: qHTS for Suppressors of FUS Proteinopathy: Primary screen using FUS-linked yeast assay; 390,000 compounds, 0.24% hits; Potency, µM (top dose mostly 76.6 µM), inactives show at the highest dose growth rescue (activation), most hits filed as activators; S. cerevisiae FUS-expressing, growth rescue, OD600, 24 h;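 further: potency means the concentration at half of the fitted maximal effect; plate controls were DMSO vehicle for no effect and reference control for full effect; nearly all actives have a fitted effect of over 55% in size; some results filed as inactive show a strong effect at the top dose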
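Absorbance at 600 nm, taken 24hr after compound addition, measured rescue of FUS-yeast growth at 30C. Induction used 2% galactose with seeding at OD 0.005. Controls: CP55940 from 92uM final, DMSO only.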
EPAC1 antag: qHTS for Antagonist of cAMP-regulated guanine nucleotide exchange factor 3 (EPAC1): primary screen; EPAC1 GEF assay, Rap1b-BODIPY-GDP exchange fluorescence; Potency, µM (doses to about 115 µM), without a hit: at the highest dose activity change, negative = inhibition, most hits filed as inhibitors; 360,000 compounds, 0.14% hits;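 further: potency means the concentration at half of the fitted maximal effect; plate controls were vehicle for no effect and positive control for full effect; nearly all actives have a fitted effect of over 50% in size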
Abeta rescue: qHTS for compounds that reverse cellular toxicity of Amyloid beta (A-beta) peptide in yeast: Primary Screen | yeast expressing A-beta42, growth rescue, OD600, 48 h; response scale: 0% DMSO, 100% iron-clioquinol control | Potency, µM (top dose mostly 46.1 µM), for the others: at the highest dose growth rescue, actives largely listed as activators | 410,000 compounds, 0.063% hits; further: potency means the concentration at half of the fitted maximal effect; nearly all actives have a fitted effect of over 55% in size
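Growth rescue measured by 600 nm absorbance after 48 h yeast culture at 30 C with compound. Values normalized between DMSO and an equimolar ferric chloride plus clioquinol control.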
PI5P4K alpha inh: qHTS for Inhibitors of phosphatidylinositol 5-phosphate 4-kinase (PI5P4K); PI5P4Kalpha enzyme, ADP-Glo luminescence, 60 min; hits give low values; max response, %; 330,000 compounds, 1.2% hits; active means max response of -50% or lower; inconclusive means between -30% and -50%; inactive means -30% or higher; further: value at the top dose of about 77 µM; on the % scale 0 is the no-effect control and ±100 the full control effect
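Single end-point luminescence (ADP-Glo) quantified ADP from PI5P4Kalpha turnover; ATP 5 microM final, 1 h at RT, 0.1% CHAPS and 0.28 mM EGTA in HEPES pH 7.4.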
IL2 activator: qHTS of IL-2 Activators | activation, % (series mostly up to about 46 µM) | 360,000 compounds, 0.065% hits | IL-2 activation reporter assay, cell-based qHTS; stimulated with anti-CD3/CD4/CD28 beads; in transgenic mouse T cells; in the data active means activation above about 50%; inconclusive means mostly about 30% to 49%; further: 0% is about no effect
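Unstimulated transgenic mouse T cells preincubated 60 min with compound, then stimulated with anti-CD3/anti-CD4-coated beads plus anti-CD28 for 18 h at 37 degrees C. IL-2 response read as EGFP and DsRed fluorescence by plate cytometry.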
PLK1 PBD inh: qHTS for Inhibitors of PLK1-PDB (polo-like kinase 1 - polo-box domain): Primary Screen. Plk1 PBD binding of FITC phosphopeptide, fluorescence polarization. AID 720504, 2013. Potency, µM, without a hit: max response, negative = inhibition, actives largely listed as inhibitors. 360,000 compounds, 2.8% hits; further: potency means the concentration at half of the fitted maximal effect; series mostly up to about 57 µM; on the % scale 0 is the no-effect control and ±100 the full control effect; nearly all actives have a fitted effect of over 65% in size
EPAC1 agonist: qHTS for Agonist of cAMP-regulated guanine nucleotide exchange factor 3 (EPAC1): primary screen. Rap guanine nucleotide exchange factor 3 (Homo sapiens), O95398. EPAC1 agonist qHTS, biochemical assay; response scale: 100% = response to 6.5 mM cAMP. Potency, µM (titrated, usually from 154 µM), inactives show top-dose activation, hits mostly activators. 360,000 compounds, 0.073% hits; further: potency means the concentration at half of the fitted maximal effect; nearly all actives have a fitted effect of over 60% in size
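Fluorescent GDP-exchange assay: 100 nM EPAC1 with 250 nM Rap1B preloaded with BODIPY-GDP and 50 uM GDP; compounds tested as concentration series, 5 min at room temperature, then read every 5 min for 30 min (ex 480/em 540 nm); normalized to 6.5 mM cAMP.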
WRN helicase inh: qHTS for Inhibitors of WRN Helicase | Bifunctional 3'-5' exonuclease/ATP-dependent helicase WRN (Homo sapiens), Q14191 | WRN helicase unwinding, fluorescent forked duplex, kinetic | Potency, µM (series often up to 114 µM), without a hit: top-dose activity change, negative = inhibition, usual class: inhibitors | 360,000 compounds, 0.46% hits | AID 651768, 2012; further: potency means the concentration at half of the fitted maximal effect; on the % scale 0 is the no-effect control and ±100 the full control effect; nearly all actives have a fitted effect of over 55% in size
Target sequence (Q14191 whole entry, looked up): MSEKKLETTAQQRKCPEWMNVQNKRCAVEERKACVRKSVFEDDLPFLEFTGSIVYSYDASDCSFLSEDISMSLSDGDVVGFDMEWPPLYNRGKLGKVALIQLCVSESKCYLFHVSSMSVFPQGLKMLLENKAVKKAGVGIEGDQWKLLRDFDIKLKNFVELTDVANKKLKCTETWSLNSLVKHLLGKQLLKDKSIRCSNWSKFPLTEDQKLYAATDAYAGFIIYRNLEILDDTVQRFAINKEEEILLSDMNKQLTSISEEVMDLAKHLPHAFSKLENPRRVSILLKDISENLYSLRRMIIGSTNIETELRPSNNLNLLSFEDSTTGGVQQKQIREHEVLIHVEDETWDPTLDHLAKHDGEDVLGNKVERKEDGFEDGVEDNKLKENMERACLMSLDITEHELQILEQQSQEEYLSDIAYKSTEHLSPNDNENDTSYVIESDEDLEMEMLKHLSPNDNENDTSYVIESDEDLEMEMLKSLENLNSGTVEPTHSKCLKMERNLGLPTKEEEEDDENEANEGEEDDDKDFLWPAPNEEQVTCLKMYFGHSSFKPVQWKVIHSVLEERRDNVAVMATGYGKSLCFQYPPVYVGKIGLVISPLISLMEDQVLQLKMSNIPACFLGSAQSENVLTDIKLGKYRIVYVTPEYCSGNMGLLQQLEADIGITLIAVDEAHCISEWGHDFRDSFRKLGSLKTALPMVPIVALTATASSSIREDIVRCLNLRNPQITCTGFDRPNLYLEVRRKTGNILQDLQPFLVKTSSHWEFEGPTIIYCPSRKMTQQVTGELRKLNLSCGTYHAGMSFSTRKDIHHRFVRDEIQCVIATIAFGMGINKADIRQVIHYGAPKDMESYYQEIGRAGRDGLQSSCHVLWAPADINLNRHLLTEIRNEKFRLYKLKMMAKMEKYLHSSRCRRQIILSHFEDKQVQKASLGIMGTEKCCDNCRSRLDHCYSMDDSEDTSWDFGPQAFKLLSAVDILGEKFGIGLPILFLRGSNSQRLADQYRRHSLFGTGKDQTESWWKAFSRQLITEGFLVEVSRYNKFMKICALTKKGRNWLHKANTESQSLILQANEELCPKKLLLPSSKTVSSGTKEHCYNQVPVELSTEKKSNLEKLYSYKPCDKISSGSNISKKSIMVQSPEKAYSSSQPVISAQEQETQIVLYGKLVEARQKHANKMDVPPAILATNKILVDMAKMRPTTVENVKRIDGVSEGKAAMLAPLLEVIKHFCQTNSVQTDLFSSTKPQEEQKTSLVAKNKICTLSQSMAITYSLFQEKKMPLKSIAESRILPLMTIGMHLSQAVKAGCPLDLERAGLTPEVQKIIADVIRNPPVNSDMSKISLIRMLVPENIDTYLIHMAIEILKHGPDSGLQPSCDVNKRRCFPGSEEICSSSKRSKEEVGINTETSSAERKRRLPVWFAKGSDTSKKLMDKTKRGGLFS
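WRN at 20 nM final was preincubated with compound for 15 min at room temperature; reaction started with 100 nM forked duplex oligonucleotide carrying fluorophore and quencher plus 2 mM ATP (final). Unwinding followed kinetically by red fluorescence (ex 525/em 598 nm).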
An asterisk follows results filed as active; ? = inconclusive; / = no result given; [ ] = dose if it differs, or a comment. Unless noted, the call rests on the fitted dose curve; in most records, active means well fitted curve in the direction sought with a large enough effect; inconclusive means small, poorly fitted or top-dose-only effect, or another doubt; inactive means no such curve, though single readings can be large; an effect the other way counts as inactive or inconclusive.

SMILES | FUS suppressor | EPAC1 antag | Abeta rescue | PI5P4K alpha inh | IL2 activator | PLK1 PBD inh | EPAC1 agonist | WRN helicase inh
Oc1ccc(Br)cc1/C=N/n1c(COc2ccccc2)n[nH]c1=S | -17% | 2% | -4% | -3 | -1.0 | ? | 9% | -8%
COc1ccc(CCNC(=O)CCCC(=O)n2nc(C)c3ccccc32)cc1OC | 1% | -1% | 15% | -3 | -3.0 | ? | 9% | 6%
O=C1C[C@H](c2ccc(O)cc2)Oc2cc(O[C@@H]3O[C@H](CO)[C@@H](O)[C@H](O)[C@H]3O)cc(O[C@@H]3O[C@H](CO)[C@@H](O)[C@H](O)[C@H]3O)c21 | -12% | 3% | -13% | -2 | 0.0 | -3% | -9% | -1%
Cc1cccc(N/C=C/C(=O)c2ccc(Cl)cc2)c1 | -20% | -2% | 12% | -4 | -4.1 | 5% | -2% | 3%
COc1ccc(NC(=O)CNCCC2=CCCCC2)cc1 | -3% | 1% | 3% | / | -1.6 | -7% | 6% | -2%[57.1 µM]
O=S(=O)(NCCOCCNS(=O)(=O)c1ccccc1)c1ccccc1 | 10% | -11% | 17% | -4 | 1.4 | -2% | 0% | -6%
CC(C)N(Cc1nc(-c2ccccc2)no1)C(=O)c1ccc(Br)o1 | 21% | -15% | ? | -1 | -0.9 | -24% | 13% | -15%
Cc1ccccc1Nc1nc(N)nc(CSc2ccc(F)cc2)n1 | 9% | -1% | 9% | 2 | -0.2 | -8% | 10% | -8%
CCOC(=O)Nc1ccc(Oc2ccccc2)cc1 | 6% | -23% | 16% | 1 | -0.4 | 5% | 8% | -7%
O=C(CN1CCCc2ccccc21)NCCc1ccc(F)cc1 | 41% | -17% | 18% | 1 | -3.4 | -7% | -4% | 4%
C[C@H](CO)N1C[C@H](C)[C@H](CN(C)C(=O)Nc2cccc3ccccc23)Oc2c(NC(=O)c3ccc(-c4nccs4)cc3)cccc2C1=O | 34% | -24% | 3% | -3 | -0.3 | -1% | -10% | 2%
Brc1ccc(-c2ncc(-c3ccccc3)cn2)cc1 | -9% | -2% | -3% | 32 | 0.4 | -2% | -4% | 6%

Grouped by structure, those above with bromine (three)
SMILES | FUS suppressor | EPAC1 antag | Abeta rescue | PI5P4K alpha inh | IL2 activator | PLK1 PBD inh | EPAC1 agonist | WRN helicase inh
Oc1ccc(Br)cc1/C=N/n1c(COc2ccccc2)n[nH]c1=S | -17% | 2% | -4% | -3 | -1.0 | ? | 9% | -8%
CC(C)N(Cc1nc(-c2ccccc2)no1)C(=O)c1ccc(Br)o1 | 21% | -15% | ? | -1 | -0.9 | -24% | 13% | -15%
Brc1ccc(-c2ncc(-c3ccccc3)cn2)cc1 | -9% | -2% | -3% | 32 | 0.4 | -2% | -4% | 6%

Sorted by value in EPAC1 antag (falling): 4 from the list above
SMILES | EPAC1 antag | PI5P4K alpha inh | IL2 activator | PLK1 PBD inh | WRN helicase inh
Oc1ccc(Br)cc1/C=N/n1c(COc2ccccc2)n[nH]c1=S | 2% | -3 | -1.0 | ? | -8%
Cc1ccccc1Nc1nc(N)nc(CSc2ccc(F)cc2)n1 | -1% | 2 | -0.2 | -8% | -8%
Brc1ccc(-c2ncc(-c3ccccc3)cn2)cc1 | -2% | 32 | 0.4 | -2% | 6%
CC(C)N(Cc1nc(-c2ccccc2)no1)C(=O)c1ccc(Br)o1 | -15% | -1 | -0.9 | -24% | -15%

(further entries)
SMILES | FUS suppressor | EPAC1 antag | Abeta rescue | PI5P4K alpha inh | IL2 activator | PLK1 PBD inh | EPAC1 agonist | WRN helicase inh
CCN(CC)S(=O)(=O)c1cc(NC(=O)c2n[nH]c(=O)c3ccccc23)ccc1C | -16% | -15% | -13% | -1 | 0.2 | 5% | -2% | -3%
CC1CCN(C(=O)CN(Cc2ccc(Cl)cc2)S(C)(=O)=O)CC1 | 9% | -7% | 9% | -1 | -3.4 | -10% | 0% | 14%
OC1CCCN(C(=S)Nc2ccc(SC(F)F)cc2)C1 (centres undefined) | 22% | 12% | 5% | 1 | -0.7 | -8% | 6% | -4%
O=C(O)c1ccc(OC(F)(F)C(F)C(F)(F)F)cc1 (centres undefined) | 2% | 19% | -4% | 0 | -2.7 | -7% | 0% | 11%
Nc1ncnc2c1ncn2CCOc1ccccc1 | 19% | 2% | 9% | -1 | -1.3 | -4% | -4% | -14%
O=C(NCCOc1ccccc1)c1ncn[nH]1 | -22% | -11% | 9% | / | -0.3 | -6% | -15% | -8%
COc1ccc(N=C(C)C2C(=O)c3ccccc3C2=O)cc1 | -21% | -13% | -15% | 6 | 0.0 | -6% | 2% | 3%
Cn1cc(S(=O)(=O)N2CCOCC2)cc1C(=O)NCc1ccc(Cl)cc1 | -4% | 0% | -6% | -8 | -1.7 | -2% | -11% | 10%
CCC1Oc2ccc(C)cc2N(CC(=O)NCc2cc(OC)ccc2OC)C1=O (centres undefined) | -1% | 11% | -17% | / | 0.7 | -3% | -5% | 4%[57.1 µM]
C/C=C/c1ccc(OCCCCN(C)Cc2ccccc2)c(OC)c1 | -7% | -5% | -2% | 3 | -0.8 | -4% | 6% | -4%
COc1ccc(CN(C(=O)CSc2nnc(-c3ccc(OC)c(OC)c3)o2)c2ccc(F)cc2)cc1 | 22% | 9% | -24% | 2 | -3.0 | -6% | 2% | 3%[57.1 µM]
CN(C)S(=O)(=O)NC(c1ccccc1)c1ccccc1 | -4% | -9% | -2% | -1 | -1.1 | -4% | 6% | 1%
O=C1C=C(c2ccc3ncccc3c2)C[C@@H](c2ccc3c(c2)OCO3)C1 | 6% | 15% | -18% | 1 | -0.1 | 2% | 2% | 4%
COc1ccc(OC)c(S(=O)(=O)NCc2cc(-c3ccccc3)no2)c1 | -4% | -11% | -11% | 4 | -1.4 | 3% | 3% | 6%
CC(=O)NNC(=O)CCn1nnc2ccccc21 | -6% | -19% | -10% | -9 | 4.1 | 1% | -3% | 8%
CCC1(CC)C(=O)C2=C3C1[C@H](C(=O)OC)CC(C(=O)OC)C[C@H]3[C@H]1C(=O)N(c3ccccc3)C(=O)[C@H]1[C@H]2C (some centres undefined) | 13% | -7% | -8% | 7 | 1.1 | -2% | -7% | -3%
CCn1c(O)c(N=NC2=NC(=O)CS2)c2cc(C)ccc21 | 12% | 4% | -2% | -15 | 0.4 | -8% | 3% | -9%
CCOc1ccc(S(=O)(=O)NN)cc1 | 10% | 8% | -1% | -2 | -0.9 | -1% | 1% | 0%
COc1cccc(OC)c1C(=O)Nc1nc(-c2ccccc2)cs1 | 1% | -6% | -1% | 4 | -2.5 | -5% | -6% | 10%
CC1(C)Cc2cccc(OCC(=O)OCC(=O)Nc3cccc(S(N)(=O)=O)c3)c2O1 | -18% | -13% | 13% | -5 | 0.0 | 2% | 7% | -1%
O=C(CSc1nnc(-c2ccncc2)o1)N1CCc2ccccc2C1 | 10% | 9% | -9% | -5 | 0.9 | -7% | -7% | 8%
CC(=O)Nc1ccc(S(=O)(=O)NCC2CC3CCC2C3)cc1 (centres undefined) | 11% | -16% | -4% | -11 | 1.6 | 4% | -10% | 0%[57.1 µM]
CCN(CC)CCC(c1ccc(OC)cc1)c1c(O)cc(OC)cc1OC (centres undefined) | -9% | -1% | -1% | 7 | 0.6 | -10% | 4% | -4%
N#Cc1cccc(NC(=O)c2cc(C3CCCCN3S(=O)(=O)c3cccc4cccnc34)on2)c1 (centres undefined) | 38% | -2% | 10% | 3 | -0.1 | -2% | 0% | -1%
CC(O)CNc1cc(N)c([N+](=O)[O-])cc1[N+](=O)[O-] (centres undefined) | / | -10% | -7% | 2 | 0.3 | -1% | -6% | -8%
Cc1ccc(NC(=O)CC2COc3ccccc3O2)cc1 (centres undefined) | 8% | -1% | 13% | 0 | -2.9 | -1% | 6% | -7%
Cc1ccc(C(=O)CCNc2ccccc2)o1 | 4% | 2% | 0% | 9 | -2.7 | -2% | 2% | -8%
COc1ccc(/C=N/Nc2nc(=O)[nH]nc2C)cc1OC | 7% | -5% | 5% | -9 | -3.5 | -5% | 10% | -5%
Cc1ccccc1NC(=O)c1ccc(CN2CC(=O)N3CCCCC3C2=O)cc1 (centres undefined) | -22% | -2% | -6% | 0 | -1.7 | -8% | 5% | -1%
CCc1nc2c(OCC(N)=O)cccn2c1N(C)C(=O)c1ccc(OC)cc1 | -9% | -29% | -28% | 0 | -0.7 | -13% | -5% | 0%
O=C(NN=Cc1ccc2c(c1)CCC2)c1ccccc1O | -19% | -1% | 14% | -1 | 1.1 | -18% | 11% | -3%
C#CCOC(=O)Nc1ccc(OCC(F)(F)F)nc1 | 8% | -18% | -5% | 3 | -2.7 | 6% | -6% | -4%
O=C(/C=C1\NC2(CCCC2)Cc2ccccc21)C(=O)N/N=C/c1ccccc1O | 41% | 13% | -37%[inhibitor] | 1 | -0.2 | -5% | -9% | 5%
COC(=O)C1=C(C)Nc2nnnn2C1c1ccc(Cl)cc1Cl (centres undefined) | 0% | -12% | 4% | -7 | -0.3 | -8% | -13% | -6%
COc1cc2cc(CCCOC(=O)c3cc(OC)c(OC)c(OC)c3)oc(=O)c2cc1OC | -8% | 6% | -2% | -1 | 9.5 | 3% | -13% | 3%
CC(C)c1ccc(CC(=O)N2CCC2(C)C(=O)Nc2ccccc2)cc1 (centres undefined) | 23% | -26% | 2% | 6 | -0.3 | 7% | -11% | -4%
N#Cc1ccc(S(=O)(=O)N2CCC(C(=O)N3CCN(Cc4ccc5c(c4)OCO5)CC3)CC2)cc1 | 21% | 26% | -12% | 0 | -0.4 | -2% | -11% | 15%
CCC(C)N1C(=O)/C(=C/c2c(NCCCOC(C)C)nc3c(C)cccn3c2=O)SC1=S (centres undefined) | 6% | 46%[activator] | 15% | -1 | 9.5 | -43% | -4% | -22%
CCOc1cc(OCC)cc(C(=O)NCCCN2CCOCC2)c1 | 15% | 0% | 2% | -4 | -2.0 | -1% | -4% | 2%
Cc1ccc(S(=O)(=O)CCC(=O)OCC(=O)N(Cc2ccccc2)C(C)C)cc1 | 11% | 9% | -3% | 3 | 0.5 | -1% | -25% | -3%
Cc1cccc(S(=O)(=O)NC(=O)C2(C)CCN2C(=O)Cc2ccccc2)c1 (centres undefined) | -20% | 8% | 1% | -1 | 0.5 | -9% | 3% | 6%

Compound activity deposited in PubChem by National Center for Advancing Translational Sciences (NCATS).
